15-hLO-2 inh – inhibitors of human 15-lipoxygenase 2 (ALOX15B); Potency, µM (top dose mostly 57.1 µM), for inactives: at the top dose activity change, negative = inhibition, usual class: inhibitors; purified 15hLO-2, xylenol orange hydroperoxide absorbance; actives 0.56% (n = 110,000); AID 881; further: potency means the concentration at half of the fitted maximal effect; nearly all actives have a fitted effect of over 60% in size; many of its hits are not listed in these tables
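Enzyme 50 nM, AA 45 uM, 25 mM Hepes pH 7.5 + 0.01% Triton X-100; cpd preinc 15 min RT, rxn 90 min RT; stop/detect with 200 uM XO + 300 uM Fe(II) in 50 mM H2SO4, 30 min; A573/A405.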
PNC inhibitor – blocks assembly of the perinucleolar compartment; activity change (PNC), negative = inhibition, % at 10 µM; PC3M PTB-GFP, PNC prevalence imaging, 16 h; active compounds read low; actives 3.1% (n = 140,000); AID 2417;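 active means readout at or below -70, meaning at least 70% loss of cells showing the perinucleolar compartment, a nuclear body marking cancer cells; inconclusive means readout between -30 and a set limit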;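 further: plate controls were DMSO wells for no effect and camptothecin positive control wells for full effect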
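Read-out is percentage of cells bearing a perinucleolar compartment, from automated 20x imaging of fixed, Hoechst-stained PC3M PTB-GFP cells. Cells were seeded 4 h, then exposed 16 h to compound (23 nl of library stock) in duplicate plates.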
ALOX12 inhib – blocks human 12-lipoxygenase activity; Potency, µM (doses to about 57.1 µM), without a hit: top-dose activity change, negative = inhibition, hits mostly inhibitors; actives 0.12% (n = 150,000); purified 12-hLO, xylenol orange hydroperoxide absorbance; further: potency means the concentration at half of the fitted maximal effect; nearly all actives have a fitted effect of over 55% in size; many of its hits are not listed in these tables
Target sequence (P18054 whole entry, looked up): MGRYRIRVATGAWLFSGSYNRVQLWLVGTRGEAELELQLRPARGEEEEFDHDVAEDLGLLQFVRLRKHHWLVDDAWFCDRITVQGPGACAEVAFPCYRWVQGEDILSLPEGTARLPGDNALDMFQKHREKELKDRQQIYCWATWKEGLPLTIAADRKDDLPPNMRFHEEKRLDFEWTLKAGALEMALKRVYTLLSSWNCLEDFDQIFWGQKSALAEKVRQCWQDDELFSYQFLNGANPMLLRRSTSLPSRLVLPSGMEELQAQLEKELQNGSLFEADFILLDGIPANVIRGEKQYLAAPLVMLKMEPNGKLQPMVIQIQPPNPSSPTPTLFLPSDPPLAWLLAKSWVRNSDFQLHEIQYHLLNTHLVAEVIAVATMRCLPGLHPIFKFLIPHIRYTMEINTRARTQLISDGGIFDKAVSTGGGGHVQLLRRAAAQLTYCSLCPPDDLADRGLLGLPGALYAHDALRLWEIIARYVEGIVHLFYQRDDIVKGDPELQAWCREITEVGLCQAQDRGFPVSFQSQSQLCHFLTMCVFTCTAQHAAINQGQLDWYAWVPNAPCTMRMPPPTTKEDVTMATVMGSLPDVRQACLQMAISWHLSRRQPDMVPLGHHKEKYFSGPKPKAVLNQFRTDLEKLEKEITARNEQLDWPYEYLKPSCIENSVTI
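Hydroperoxide output read as Fe(III)-xylenol orange absorbance, 573-to-405 nm ratio, after 30 min reaction with 40 uM arachidonic acid. Enzyme: 150 nM purified human 12hLO, 15 min compound preincubation; 25 mM Hepes pH 7.0, room temperature.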
IMPase cell inh – IMPase inhibition in cells; CHO-M1 cells, IP1 accumulation, HTRF TR-FRET ratio; P97697; inhibition (IP1 accumulation), % at 46.1 µM; 120,000 tested, under 10 active; active means well fitted curve in the direction sought with a large enough effect in the signal ratio, not every such curve was filed as active; inconclusive means small, poorly fitted or top-dose-only effect, or a change in a side signal; inactive means no such curve, though single readings can be large or run the other way; the % refers to the signal ratio;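 further: cells stimulated with carbachol in lithium chloride buffer; plate controls were DMSO basal wells for no effect and reference inhibitor wells for full effect; higher means more IMPase inhibition seen as more IP1 and lower FRET ratio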
Target sequence (P97697 whole entry, looked up): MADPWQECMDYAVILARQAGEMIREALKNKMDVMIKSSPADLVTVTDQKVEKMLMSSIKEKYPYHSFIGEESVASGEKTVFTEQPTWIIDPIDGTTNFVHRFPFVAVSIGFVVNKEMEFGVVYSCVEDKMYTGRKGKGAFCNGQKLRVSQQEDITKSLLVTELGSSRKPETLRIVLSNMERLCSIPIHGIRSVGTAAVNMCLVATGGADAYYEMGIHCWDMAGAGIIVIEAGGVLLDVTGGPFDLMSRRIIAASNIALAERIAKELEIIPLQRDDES
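Seeded CHO-M1 cells were dosed with compound at up to 46 uM, stimulated with carbachol for 30 min, then lysed in IP-One detection reagents. Higher IP1 lowers the TR-FRET signal.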
Numbers without * were called inactive; u = inconclusive; x = no result given; & = joins results of further samples; [ ] = dose if it differs, or a comment. Unless noted, the call rests on the fitted dose curve; in most records, active means well fitted curve in the direction sought with a large enough effect; inconclusive means small, poorly fitted or top-dose-only effect, or another doubt; inactive means no such curve, though single readings can be large; an effect the other way counts as inactive or inconclusive. Unless noted, on the % scale 0 is the no-effect control and ±100 the full control effect.

SMILES	15-hLO-2 inh	PNC inhibitor	ALOX12 inhib	IMPase cell inh
O=C1C2C3c4ccccc4C(c4ccccc43)C2C(=O)N1c1cccc2cccnc12 (stereo not drawn)	8%	-1	1%	4
CN1CCN(C(=O)c2ccc3c(c2)NC(=O)C(N2CCOCC2)S3)CC1 (stereo not drawn)	7%	21	-2%	-4
O=C(O)CNc1nc(-c2ccccc2)c2cc([N+](=O)[O-])ccc2n1	x	13	1%	16
CCCOc1ccc(C2/C(=C(\O)c3c(C)[nH]c(C(=O)OC)c3C)C(=O)C(=O)N2CCN(C)C)cc1 (stereo not drawn)	0%	5	-8%	-23
CN(C)S(=O)(=O)N1CCN(c2cc(Cl)ccc2Cl)CC1	3%	u	-11%	7
CCC(N)C12CC3CC(CC(O)(C3)C1)C2 (stereo not drawn)	x	-5	-5%	-1
CCC(C)NC(=O)CNC(=O)Cn1c(C)cc2ccccc2c1=O (stereo not drawn)	-4%	-25	-2%	8
COc1ccc(/C=C/C(=O)NC(=S)NNC(=O)Cc2cccs2)cc1OC	22%	u	-4%	0
O=C1C2CC=CCC2C(=O)N1c1ccc(NCCc2ccc(Cl)cc2)c([N+](=O)[O-])c1 (stereo not drawn)	x	-22	6%	x
Cc1cc(Br)c(Cl)cc1NC(=O)CN1C(=O)C2C3CC(c4ccccc4)C(C3)C2C1=O (stereo not drawn)	x	50	1%	x
CC1(C)[C@@H]2CC[C@]1(C)[C@@H](OC(=O)CSC#N)C2	-3%[11.4 µM]	x	-1%[11.4 µM]	x
O=C(N1CCN(c2ccccc2F)CC1)C12CC3CC(CC(C3)C1)C2	-5%	-16	-20%	2
Cc1ccc(-n2nc(C(=O)NCc3ccc(C)o3)c3c4ccccc4n(C)c3c2=O)cc1	-2%	17	10%	-5
NC(=O)C(CC(=O)O)NC(=O)[C@@H]1CCCCNc2c(I)cc([N+](=O)[O-])cc2C(=O)N[C@@H](CO)C(=O)NCC(=O)N1 (stereo partly drawn)	x	43	-9%	x
CCC(=O)NC(=S)Nc1ccc(NC(=O)c2ccc(OC)cc2)cc1	x	18	1%	-14
COc1ccc(-c2csc3nc(-c4cccnc4)nc(N4CCC(C(N)=O)CC4)c23)cc1OC	x	-25	4%	x
CCOC(=O)C(C)Sc1nc(C2CC2)cc(C(F)(F)F)c1C#N (stereo not drawn)	-7%	42	0%	8
CC(=O)C1=C(c2ccccc2)NC(=O)NC1c1ccccc1OCC(=O)NCc1ccccc1 (stereo not drawn)	-6%	3	2%	-1
CC1CCN(C(=O)CCNS(=O)(=O)c2ccccc2)CC1	4%	-1	-2%	-4
O=C(CSc1nnc(-c2cccc(S(=O)(=O)N3CCOCC3)c2)n1C1CCCCCC1)NCc1ccccc1	2%	6	2%	9
Cc1ccc(N2C(N)=NC(N)=NC2(C)C)c(C)c1	1%	-29	0%	6
CCOC(=O)C1=C(c2ccccc2)Nc2c(c(=O)n(C)c(=O)n2C)C1c1ccc(O)c(OC)c1 (stereo not drawn)	-14%	u	3%	-11
CCOC(=O)CCC(=O)Nc1cccc([N+](=O)[O-])c1	x	21	2%	x
CCOC(=O)c1c(NC(=O)COC(=O)Cn2cnc3ccccc32)sc(C)c1C	-2%	u	-1%	1
O=C(CC1SC(=O)N(Cc2ccc(Cl)cc2)C1=O)Nc1nccs1 (stereo not drawn)	x	u	4%	7
O=C(N/C=N/O)C1=NOC(CNc2ncc(C(F)(F)F)cc2Cl)C1 (stereo not drawn)	0%	49	0%	-2
Cc1cccc(C(=O)Nc2c(C#N)c(C)c(C)n2Cc2ccccc2)c1	-3%	-2	-3%	5
COc1cc(NC(=O)COC(=O)CC(C)(C)C)c(C)cc1[N+](=O)[O-]	x	11	-1%	x
O=C(CNCc1ccccc1)Nc1ccccc1-c1ccccc1	x	u	2%	x
N#Cc1c(NC(=O)c2nc3ncccn3n2)sc2c1CCCCC2	-3%	u	-2%	3
Cn1c(CNC(=O)Cc2ccc3c(c2)OCO3)nnc1SCc1ccccc1	-4%	40	-2%	7
CCOc1ccc(NC(=O)CC2C(=O)N(c3ccccc3)C(=S)N2Cc2ccccn2)cc1 (stereo not drawn)	2%	63	-2%	-3
Nc1cccc([N+](=O)[O-])c1	0%	x	2%	x
CCCCn1c(SCC(=O)Nc2nnc(C)s2)nc2c1c(=O)n(C)c(=O)n2C	-2%	-1	-4%	-17
CCn1cc(C(=O)NCC2CCCO2)c2cc(OC)c(OC)cc2c1=O (stereo not drawn)	-7%	-23	2%	6
CCCCc1cc(=O)oc2cc(OCc3nn[nH]n3)c(Cl)cc12	6%	-16	-3%	-3
C1CCCNCC1	-9%	x	-2%	x
Clc1ccc(CNc2nc(N3CCOCC3)nc(N3CCOCC3)n2)cc1	15%	14	-2%	5
CCN(CC)S(=O)(=O)c1ccc(C)c(NC(=O)COC(=O)c2ccc(C)c(S(=O)(=O)N3CCOCC3)c2)c1	-4%	-7	-9%	2
COc1ccc(C(=O)c2c[nH]c(C(=O)NCc3cccnc3)c2)cc1	7%	27	3%	-6
CCCCNC(=S)Nc1cccc(C(C)=O)c1	x	u	-1%	x
COC(=O)C(C)(C(=O)OC)c1ccc([N+](=O)[O-])cn1	9%	15	-4%	0
CCCNc1ncnc2[nH]ncc12	-3%[11.4 µM]	x	-1%[11.4 µM]	x
CCCn1c(SCC(=O)Nc2nc(C)c(C(=O)OC)s2)nnc1C(C)C	-7%	-19	9%	6
COc1ccc(-c2c3c(=O)n(C)c(=O)n(C)c3cn2-c2cc(OC)ccc2OC)cc1	-8%	u	-14%	-5
COC(=O)Cc1ccc(NC(=S)NCc2ccc(Cl)cc2)cc1	x	49	-17%	6
CN(C)c1ccc(-c2nc(N(C)Cc3ccco3)c3ccccc3n2)cc1	34%[activator]	x	-11%	x
COc1ccc2c(c1)CC/C2=N\OC(=O)c1cccc(C)c1	x	-25	0%	x
Cc1c(NC(=O)CSc2nnc(Nc3ccccc3)s2)c(=O)n(-c2ccccc2)n1C	x	3	2%	4
COc1ccccc1NC(=O)CSc1nc(O)cc(=O)[nH]1	0%	-28	2%	-7
COc1ccc(OCC(=O)N2CCN(C(=O)c3ccco3)CC2)cc1	-8%	-29	-3%	5
COC(=O)[C@H](C)NC(=O)Nc1ccc(S(N)(=O)=O)cc1	-2%	15	1%	6
CC(C)C1COC(c2cccc3ccccc23)=N1 (stereo not drawn)	x	19	-1%	x
CSc1nc(N2CCOCC2)c2c(c1C#N)CC(C)(C)OC2	1%	31	7%	-6
CN1CCN(S(=O)(=O)c2ccc(NC(=O)c3ccco3)cc2)CC1	3%	6	-6%	-2
Cc1cc(C)cc(-c2nc(-c3ccncc3)no2)c1	10%	12	8%	-2
COc1ccccc1N1CCN(CCCNC(=O)Nc2ccccc2)CC1	x	u	12%	2
CCCCN(CC)C(=O)c1ccccc1Oc1ccccc1	x	6	2%	x
O=C(Nc1ccc(S(=O)(=O)N2CCOCC2)cc1)C1CCCCC1	1%	-27	1%	5
O=C(NC1=NCCS1)c1sc2cc(F)ccc2c1Cl	x	44	2%	-9

Whole records, quoted from the list.
Record of Cc1cccc(C(=O)Nc2c(C#N)c(C)c(C)n2Cc2ccccc2)c1 = 15-hLO-2 inh: -3%; PNC inhibitor: -2; ALOX12 inhib: -3%; IMPase cell inh: 5
Record of COc1ccc(/C=C/C(=O)NC(=S)NNC(=O)Cc2cccs2)cc1OC = 15-hLO-2 inh: 22%; PNC inhibitor: u; ALOX12 inhib: -4%; IMPase cell inh: 0
Record of O=C(N/C=N/O)C1=NOC(CNc2ncc(C(F)(F)F)cc2Cl)C1 (stereo not drawn) = 15-hLO-2 inh: 0%; PNC inhibitor: 49; ALOX12 inhib: 0%; IMPase cell inh: -2

Other results:
SMILES	15-hLO-2 inh	PNC inhibitor	ALOX12 inhib	IMPase cell inh
COc1cccc(-c2nc(Nc3ccncc3)c3ccccc3n2)c1	10%	x	4%	x
Cn1c(NC(=O)/C=C/c2ccccc2)cc(=O)n(C)c1=O	x	u	-6%	u
Cc1cc(=O)oc2cc(OCc3ccc(C(=O)OCC(=O)Nc4ccccc4OC(F)F)cc3)ccc12	x	22	2%	x
Cc1ccc(CNC(=O)[C@H](C)[C@H]2C[C@]2(C)[C@H](NC(=O)OCc2ccccc2)c2ccccc2)o1	u	-13	-5%&-3%	x
O=Cc1c(-[n+]2ccccc2)nc([O-])n1-c1ccccc1	-3%	u	-4%	-2
COCCn1nnnc1C(c1ccccc1)N1CCN(C)CC1 (stereo not drawn)	-2%	24	4%	8
C=CCOC(=O)C1=C(C)OC(N)=C(C#N)C1c1ccc2c(c1)OCO2 (stereo not drawn)	2%[2.29 µM]	39	-29%	9
CC1(C)Cc2c(cnn2-c2ccccc2)-c2c1c1ccccc1n2CC(O)CCl (stereo not drawn)	x	20	5%	5
c1ccc2c(N3CCOCC3)nc(N3CCOCC3)nc2c1	x	-6	6%	-12
O=C1c2ccccc2C(=O)N1CCSc1n[nH]c(=S)s1	u	-9	-6%	1
CCN(CC)S(=O)(=O)c1ccc(C(=O)Nc2ncn(Cc3ccccc3)n2)cc1	1%	-8	-2%	4
O=c1c2c3c(sc2n2cnnc2n1Cc1ccccc1)CN(Cc1ccccc1)CC3	-17%	u	-14%	1
CCc1ccc(C(c2ccc(CC)cc2)C(Cl)Cl)cc1	18%	x	-9%	x
Cc1cc(-c2ccco2)n(CC(=O)NCCCc2ccccc2)n1	-6%	23	1%	7
CC(C)c1nc(SCC(=O)N2CCOCC2)c2c(=O)n(C)c(=O)n(C)c2n1	-3%	-106*	4%	-1

2 of the compounds above, comma-delimited:
molecule,15-hLO-2 inh,PNC inhibitor,ALOX12 inhib,IMPase cell inh
O=Cc1c(-[n+]2ccccc2)nc([O-])n1-c1ccccc1,-3%,u,-4%,-2
COCCn1nnnc1C(c1ccccc1)N1CCN(C)CC1 (stereo not drawn),-2%,24,4%,8

The list continues.
SMILES	15-hLO-2 inh	PNC inhibitor	ALOX12 inhib	IMPase cell inh
COc1ccc(CCCc2nnc(SCC(=O)Nc3ncc(C)s3)o2)cc1	5%	-21	-3%	9
CCC1(C)Cc2ccccc2-c2c1c(=O)n(Cc1ccccc1)c1nnnn21 (stereo not drawn)	-6%	66	1%	15
Cc1cc(-c2nnc(SCC(=O)Nc3ccccc3C(F)(F)F)o2)c(C)n1-c1ccccc1	2%	31	0%	-5
O=C(c1ccccc1)N(C1=NCCCCS1)c1ccccc1	x	85	-2%	x
COc1ccc(C2=NNC(=O)CC2)cc1	x	35	4%	1
COc1ccc(-n2c(C)c3c(OC)cccc(=O)c3c2C)cc1	-24%	4	u	1
O=C(COC(=O)Cn1cnc2ccccc21)NCCc1ccc(Cl)cc1	4%	u	0%	2
Cc1ccccc1NC(=O)Cn1c(NCC(C)O)nc2ccccc21 (stereo not drawn)	x	-23	-1%	-3
Cc1cccc(NC(=O)COC(=O)c2cccc3c2C(=O)c2ccccc2C3=O)c1C	x	u	-4%	5
COc1ccc(C2C(C(=O)Nc3cccnc3)=C(C)Nc3nc(-c4ccco4)nn32)cc1 (stereo not drawn)	-4%	13	-2%	-4
CCOC(=O)Nc1sc2nc(C)cc(C)c2c1-n1cccc1	6%	-6	-8%	3
CC(=O)Oc1cccc(N2C(=O)C3CC=C(Cl)CC3C2=O)c1 (stereo not drawn)	-3%	0	-21%	-3
COc1ccc(C(c2sc3ncnn3c2O)N2CCN(c3ccccc3F)CC2)cc1OC (stereo not drawn)	-4%	-21	-3%	5
COc1ccc(OC)c(N2C(N)=NC(N)=NC23CCCC3)c1	4%	16	-8%	-2
CC1CCN(C(=O)c2ccc(CSc3nc4ccncc4n3Cc3ccc(F)cc3)cc2)CC1	x	7	-4%	x
COC(=O)c1cc2sccc2n1CC(=O)Nc1ccc(OC)c(OC)c1OC	3%	-2	1%	2
Fc1ccccc1N1CCN(c2cnc3ccccc3n2)CC1	2%	-24	-11%	15

Source: PubChem BioAssay

An excerpt, so the mix of outcomes need not match the whole.
